ARNT-TACC3 inh = ARNT/TACC3 interaction disruption. AlphaScreen His-ARNT PAS-B/GST-TACC3 binding, luminescence; TACC3 fragment carries E629A point mutation. Q9Y6A5. AID 623870. 390,000 tested, 0.66% active. inhibition, % at 9.99 µM;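 active = mean inhibition of replicates at least 50% and at least half of replicates each reaching 50%; inconclusive = half or more replicates reach 50% but mean below 50%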;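 also: 0% = complete ARNT plus TACC3 wells and 100% = ARNT alone without TACC3; many hits fall short of the cut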
EWS-Fli inh = blocks EWS/Fli oncoprotein-driven transcription; A673 NR0B1-luciferase reporter, viability-normalised; 350,000 tested, 0.67% active; inhibition, % at 12.6 µM;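 active = mean inhibition of at least 50% after viability correction, with every replicate also passing that limit; inconclusive = mean reaches 50% but only one of two replicates passes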;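 also: firefly luciferase signal divided by Alamar Blue viability fluorescence both relative to DMSO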
PAX8 reporter = lowers PAX8-driven luciferase in RMG-I cells; RMG-I TPO-luciferase reporter, SteadyGlo, 24 h; inhibition, % at 12.6 µM; 360,000 tested, 1.2% active;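 active = mean replicate inhibition at least 60% with every replicate also reaching 60%; inconclusive = only one of the two criteria is met; inactive = mean below 60% and not all replicates reaching 60%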;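 also: luciferase light reporting Pax8 driven TPO promoter activity; plate controls were median of neutral control wells for no effect and mitoxantrone controls for full effect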
ERp5 block = blocks human ERp5 reductase activity on insulin. inhibition, % at 9.99 µM. ERp5 insulin aggregation, absorbance 650 nm, 90 min. 350,000 tested, 0.05% active. Q15084;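 active = mean replicate inhibition above about 25%, with every replicate also reaching it, limit read from the data, passing the limit was not always enough; inconclusive = only one of those two criteria met; inactive = neither criterion met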
Target sequence (Q15084 whole entry, looked up): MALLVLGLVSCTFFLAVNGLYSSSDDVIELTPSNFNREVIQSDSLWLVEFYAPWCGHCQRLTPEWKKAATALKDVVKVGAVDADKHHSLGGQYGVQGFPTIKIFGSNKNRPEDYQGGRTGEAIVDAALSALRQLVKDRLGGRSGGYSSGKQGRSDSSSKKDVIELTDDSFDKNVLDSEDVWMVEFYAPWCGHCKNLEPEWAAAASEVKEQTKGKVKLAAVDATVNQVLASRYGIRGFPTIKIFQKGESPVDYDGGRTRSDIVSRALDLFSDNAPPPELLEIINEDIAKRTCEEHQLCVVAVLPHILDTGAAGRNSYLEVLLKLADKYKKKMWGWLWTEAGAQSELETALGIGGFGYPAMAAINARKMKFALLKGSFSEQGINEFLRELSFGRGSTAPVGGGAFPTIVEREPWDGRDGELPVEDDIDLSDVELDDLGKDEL
GSIS activator = primary screen for activators of insulin secretion dependent on glucose, INS-1E cells, GLuc reporter luminescence; AID 743287; activation, % at 16.6 µM; INS-1E GLuc reporter insulin secretion, 2-3 h; 370,000 tested, 0.61% active;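 active = lowest replicate activation of at least 40%, so every replicate reaches that level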;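 also: 0% = median of neutral control wells and 100% = median of IBMX positive control wells; some compounds called inactive have numbers as strong as hits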
DENV2 CPE rescue = DENV2-induced cell death inhibition; AID 651640; 350,000 tested, 1.7% active; CPE inhibition, % at 9.99 µM; DENV2-infected cells, cytopathic effect rescue, plate reader; in the data active = CPE inhibition above about 20%, passing the limit was not always enough; inconclusive = no clear call, values can overlap the other calls; tested in BHK-21 cells;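 also: 0% = median of neutral control wells and 100% = median of positive control wells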
Xi reactivation = activators of X-chromosome reactivation in mouse fibroblasts; XiGFP mouse fibroblasts, % GFP-positive cells imaging, 3 d; cells co-treated with 5-aza-dC sensitizer; scaled so ellipticine positive control = 100%; activation, % at 7.58 µM; 360,000 tested, 0.055% active;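 active = mean normalized replicate activation at least 10% and every replicate at or above 10%; inconclusive = only one of the two criteria met; inactive = mean below 10% and not all replicates reach 10%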;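 also: 0% = median of on-plate neutral control wells and 100% = ellipticine 6 µM median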
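Material: XiGFP fibroblasts, SV40-immortalized; Buffer or medium: DMEM containing 5-aza-dC; Compound dosing: single point; Times: 3 days compound exposure.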
F508del corr = CFTR F508del correction in bronchial cells; CFBE cells, YFP halide quenching; stimulated with forskolin plus potentiator P3; % fluorescence drop versus neutral controls; activity (quench increase), % at 7.58 µM; 350,000 tested, 0.36% active;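 active = mean added fluorescence quench of at least 8% versus neutral control, with both replicates also reaching 8%; inconclusive = only one of the mean or replicate conditions met; inactive = mean below 8% and not both replicates reaching 8%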;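 also: cells transiently co-express mutant CFTR-F508del with the halide-sensitive YFP; corrector assay measuring rescue of mutant channel to the surface after 24 h compound exposure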
Numbers without * were called inactive; u = inconclusive; x = no result given; & = joins results of further samples.

SMILES	ARNT-TACC3 inh	EWS-Fli inh	PAX8 reporter	ERp5 block	GSIS activator	DENV2 CPE rescue	Xi reactivation	F508del corr
NC(=O)C1CCN(C(=O)c2ccc([N+](=O)[O-])cc2NC(=O)c2cccs2)CC1	24	x	-9	2	9	0	-0.1	3.3
COc1ccccc1/C=C/C=N/n1c(-c2ccc(F)cc2)n[nH]c1=S	x	6	-15	7	6	5	0.0	-0.9
C=CCN(CC=C)Cc1cc(=O)oc2cc(C)c(C)cc12	x	10	-25	-10	-20	-7	0.2	1.1
Nc1nnc(SCC(=O)Nc2cccc(Cl)c2)s1	-5	-3	-13	-1	2	50*	0.0	-2.0
COCc1cc(C)nc(SCc2nc3ccccc3c(=O)[nH]2)c1C#N	-2	-94	-9	3	5	0	2.2	-0.1
CC1C(=O)N2CCCc3cc(NS(=O)(=O)c4ccc([N+](=O)[O-])cc4)cc1c32 (configuration not stated)	24	5	2	11	-20	u	-0.1	0.1
COc1ccccc1N1CCN(C(=O)COc2cc(C)cc(C)c2)CC1	-3	5	12	-1	-2	-5	-0.1	0.4
O=C(NC[C@H]1CC[C@H]2[C@H](CN2C(=O)Cc2ccncc2)O1)C1CCOCC1	x	-5	x	-8	x	0	x	0.5
CCN(CC)C(=O)CSc1nc2cc3c(cc2c(=O)n1CCCCCC(=O)NCc1ccc(OC)cc1)OCO3	2	10	-7	-2	3	-4	0.0	-0.2
COc1ccc(-c2cc(NC(=O)Cc3c[nH]c4ccccc34)ccc2Nc2cccnc2)c(OC)c1	x	44	31	-3	0	0	0.3	-2.1
COc1cc(OC)cc(-c2cc(N)n(S(=O)(=O)Cc3ccccc3)n2)c1	-8	-12	11	2	17	1	0.2	0.8
COc1cc(CN2CC3(CCN(C(=O)Nc4c(C)noc4C)CC3)c3c([nH]c4cc(OC)ccc34)[C@@H]2CO)cc(OC)c1	x	-5	x	0	-6	12	0.2	-1.1
CC(Sc1ccc2c(c1)OCCO2)C(=O)Nc1ccc(N2CCOCC2)cc1 (configuration not stated)	-22	-20	-20	-2	6	2	-0.1	-1.2
COc1cccc(CN2CC(C(=O)N3CCCCCC3)CCC2=O)c1 (configuration not stated)	-9	x	-8	-1	6	4	0.3	-1.0
CC1(C(=O)OCC(=O)NC(=O)c2ccccc2)CC1(Cl)Cl (configuration not stated)	2	-3	-6	8	19	1	-0.1	-1.2
O=C(O)CC[C@@H](C(=O)O)N1C(=O)c2ccccc2C1=O	-3	-5	-4	0	x	2	0.1	-3.5
C=CCSc1nc(=O)n2ccccc2n1	x	-7	15	-5	17	7	0.0	-1.8
CC1(C)CC2CC(C)(CN2CC(O)COc2ccccc2)C1 (configuration not stated)	9	-7	9	-1	8	7	0.0	0.6
CCOC(=O)C1=C(C)NC(=S)N(C(C)=O)C1c1ccccc1 (configuration not stated)	-14	-11	x	1	-18	5	x	-0.9
O=C(NCC1CCCCC1)[C@@H]1[C@@H](CO)[C@@H]2Cn3c(cccc3=O)[C@@H]2N1Cc1ccccn1	7	4	-19	1	22	12	0.4	2.0
C/C(=N\NC(=O)c1nnn(-c2nonc2N)c1-c1ccc2c(c1)OCO2)c1ccccc1	0	x	-9	-1	6	7	0.0	-2.6
Cc1ccc(Nc2nc(N)nc(CN3CCN(Cc4ccc5c(c4)OCO5)CC3)n2)cc1C	14	4	7	2	-5	-3	0.0	3.8
CCC(CO)Oc1cc(NCc2cc(C)cc(C)c2)c2ncn(C(C)C)c2c1 (configuration not stated)	1	12	18	3	-13	5	-0.7	4.7
COc1ccccc1-c1n[nH]c(=S)n1N	-8	0	-4	-12	13	x	0.0	1.0
Cn1c(=O)c(=O)n(C)c2cc(S(=O)(=O)N3CCN(c4ccc(F)cc4)CC3)ccc21	-14	x	-4	x	51*	x	0.5	x
CCN(CC(=O)Nc1cccc(OC)c1)C(=O)c1ccco1	-8	13	-24	-1	6	3	0.0	3.8
CC(=O)Nc1ccc2c(c1)nc(CCN1CCN(c3ccccn3)CC1)n2C	-3	-10	3	7	-3	7	0.0	4.9
CCN(CC)C(=O)Oc1ccc2ccccc2c1Cl	16	-49	-98	-4	-3	-7	0.0	-2.8
COc1ccc2c3c([nH]c2c1)[C@@H](CO)N(C(=O)Nc1ccc(F)cc1)CC31CCN(Cc2cc(F)ccc2F)CC1	x	32	x	2	-13	4	1.2	2.5
O=c1nccc(N/N=C/c2cccc(O)c2)[nH]1	27	-26	-19	1	12	0	-0.1	3.0
COCCN(C(=O)CSc1nnc(C)n1-c1ccc(C)cc1)c1c(N)n(Cc2ccccc2)c(=O)[nH]c1=O	-3	-4	-2	0	20	u	0.3	-0.5
O=C(CN1CCN(CC(=O)Nc2ccc(F)cc2)CC1)NCC1(N2CCOCC2)CCCCC1	x	-2	7	12	13	1	-0.1	0.8
COc1cc(NC(=O)c2cc(Cl)nnc2Cl)cc(OC)c1OC	0	-7	-15	-2	8	0	-0.1	x
CCOc1ccccc1NC(=O)c1cc(-c2ccccn2)nc2ccccc12	x	-10	25	5	3	-1	-0.1	2.8
CCN(CC)C(=O)CSc1nc2cc3c(cc2c(=O)n1Cc1ccco1)OCO3	-5	3	-15	4	-5	x	0.0	-0.9
COc1ccccc1-n1nnnc1SCC(=O)N1CCCC1=O	-6	5	-3	-14	9	12	0.0	-0.2
Cc1cn([C@H]2C[C@H](O)[C@@H](CNS(=O)(=O)N3CCCC3)O2)c(=O)[nH]c1=O	x	-7	-24	-1	0	10	0.2	-4.7
C[C@H]1CN([C@@H](C)CO)C(=O)c2cc(-c3ccc(C#N)cc3)cnc2O[C@@H]1CN(C)C(=O)CN(C)C	-2	-8	x	9	-2	-1	0.0	-3.9
COCCNC(=O)C[C@H]1C[C@@H]2c3cc(NC(=O)CN(C)C)ccc3O[C@@H]2[C@H](CO)O1	2	-2	-16	-1	21	4	0.0	-0.5
COc1ccc(Cl)cc1S(=O)(=O)NCCCn1ccnc1	2	1	-8	2	7	0	0.0	-3.2
Cc1cc(Cl)ccc1NC(=O)COC(=O)c1cc([N+](=O)[O-])ccc1N1CCOCC1	0	-1	30	-4	-6	-4	-0.1	0.1
COc1ccc(NC(=O)C(=O)Nc2cccc3cccnc23)c(OC)c1	x	-6	23	1	6	3	0.2	2.9
CC(C)(C)N(Cc1ccccc1)C(=O)CN1C(=O)c2ccccc2C1=O	-3	-19	-23	3	12	-4	0.0	1.2
Cc1ccccc1-c1ccc(C2[C@H]3CNC[C@@H]2N3Cc2ccccn2)cc1 (some centres not stated)	x	-1&5	12&-3	x	5&4	u	0.0&0.0	1.5&-2.1
C[C@@H]1CN([C@H](C)CO)C(=O)c2cc(NC(=O)NC3CCCCC3)ccc2O[C@H]1CN(C)C(=O)Nc1cccc2ccccc12	2	-3	-3	14	-6	-4	-0.2	2.0
CCN1C(=O)C(CC(=O)Nc2ccccc2)S/C1=N\c1ccccn1 (configuration not stated)	-9	4	5	-5	22	11	0.3	-1.9
CS(=O)(=O)c1ccc(Cl)c(NC(=O)CSc2nc3ccccc3c(=O)n2Cc2ccco2)c1	3	4	-8	-1	18	5	0.2	0.7
Cc1cc(-c2n[nH]c(=S)n2/N=C/c2c[nH]c3ccccc23)n[nH]1	9	5	4	4	-11	-4	0.0	2.1

Structures listed so far that have a furan ring, fused or not (3):
SMILES	ARNT-TACC3 inh	EWS-Fli inh	PAX8 reporter	ERp5 block	GSIS activator	DENV2 CPE rescue	Xi reactivation	F508del corr
CCN(CC(=O)Nc1cccc(OC)c1)C(=O)c1ccco1	-8	13	-24	-1	6	3	0.0	3.8
CCN(CC)C(=O)CSc1nc2cc3c(cc2c(=O)n1Cc1ccco1)OCO3	-5	3	-15	4	-5	x	0.0	-0.9
CS(=O)(=O)c1ccc(Cl)c(NC(=O)CSc2nc3ccccc3c(=O)n2Cc2ccco2)c1	3	4	-8	-1	18	5	0.2	0.7

More structures follow:
SMILES	ARNT-TACC3 inh	EWS-Fli inh	PAX8 reporter	ERp5 block	GSIS activator	DENV2 CPE rescue	Xi reactivation	F508del corr
CCNC(=S)N(CCc1c(C)[nH]c2ccccc12)Cc1cc(OC)c(OC)c(OC)c1	5	12	17	6	x	11	0.4	-0.3
CSCCC(NC(=O)c1ccc(Cl)cc1Cl)C(=O)N(C)Cc1nc2ccccc2c(=O)[nH]1 (configuration not stated)	3	2	12	-4	-20	-4	0.1	-2.8
Cn1c(CCN2CCCC2)nc2cc(NC(=O)COc3ccc(Cl)cc3)ccc21	x	-10	30	-3	-7	-3	0.1	0.0
O=C(Cn1nc(-c2ccco2)ccc1=O)Nc1ccc(Cl)c(Cl)c1	-13	-6	7	-2	-18	-1	0.0	3.4
CC(CCc1ccccc1)NC(=O)CCNS(=O)(=O)c1ccccc1 (configuration not stated)	0	-5	-7	-1	4	8	0.0	1.6
COc1ccc(NC(=O)N2CCCC(C(=O)Nc3ccccc3OC)C2)cc1 (configuration not stated)	x	-5	3	3	15	6	0.0	-2.6
Cc1noc(C)c1NC(=O)N(C)C[C@H]1Oc2c(NC(=O)C3CC3)cccc2C(=O)N([C@H](C)CO)C[C@@H]1C	-5&-3	-4&-7	21	0&2	9&27	1&-4	0.1&0.0	-4.4&-0.7
CCOC(=O)c1c(C)[nH]c(C(=O)COC(=O)c2ccc([N+](=O)[O-])o2)c1C	-16	12	-13	4	-14	-1	0.7	-0.5
Cc1ccc(/C=C2/NC(=O)N(Cc3ccccc3F)C2=O)o1	-2	1	17	4	25	-5	3.1	x
Cc1ccc(OCC(=O)Nc2ccc(N3CCN(C(=O)c4ccc(C)cc4)CC3)cc2)cc1	x	17	-6	4	-1	4	0.7	3.0
CC(C)(C)SCCNC(=O)CN(c1ccccc1)S(=O)(=O)c1ccccc1	-8	11	22	-49	-12	1	0.0	-0.4
COc1ccc(N2CCN(S(=O)(=O)CCNC(=O)Cc3ccc([N+](=O)[O-])cc3)CC2)cc1	-28	x	20	x	10	2	-0.1	-3.4
CCOc1ccc(-c2c(C(=O)N/N=C(\C)c3cccs3)nnn2-c2nonc2N)cc1	-8	1	-3	-2	9	5	0.1	-5.4
CCOC(=O)C1(Cc2ccccc2C#N)CCCCC1=O (configuration not stated)	-11	3	-3	-1	-2	-1	0.1	2.4
COc1ccc(C(=O)N[C@H](C(=O)OCc2nc3ccsc3c(=O)[nH]2)C(C)C)cc1	-2	8	-18	1	23	7	0.0	-3.4
COC(=O)c1ccc(C(=S)N2CCCCC2)cc1	-9	-1	-1	-5	-1	5	0.0	-1.8
C[C@H]1CN([C@@H](C)CO)C(=O)c2cccc(NC(=O)c3ccc(-c4nccs4)cc3)c2O[C@@H]1CN(C)C(=O)Nc1ccc(F)cc1	-4	-1	-9	-12	0	-4	-0.5	-4.3
OCC[C@@H]1C[C@@H](O)[C@H](O)[C@@]2(OCc3ccccc32)O1	-5	-10	-15	2	13	17	0.1	-0.8
C[C@@H]1CN([C@@H](C)CO)C(=O)c2cc(NC(=O)c3ccccc3)ccc2O[C@@H](C)CCCCO[C@H]1CN(C)S(=O)(=O)c1ccccc1	-1	4	-10	-1	-3	-3	-0.1	-1.8
CCN(CC)S(=O)(=O)c1cccc(NC(=O)CN2C(=O)c3ccc([N+](=O)[O-])cc3C2=O)c1	-1	2	-4	8	-15	5	0.2	x
COc1ccc(-c2oc3ccccc3c(=O)c2OCC(=O)O)cc1	x	1	6	-1	5	1	0.0	-1.5
